aGal spleen mod = qHTS Assay for Inhibitors and Activators of Human alpha-Galactosidase From Spleen Homogenate | Alpha-galactosidase A (Homo sapiens), P06280 | actives 0.008% (n = 240,000) | human spleen homogenate, 4MU-alpha-Gal fluorescence, 40 min | Potency, µM (titrated, usually from 80 µM), inactives show at the top dose activity change, negative = inhibition, usual class: inhibitors;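 also: potency is read from the fitted curve at half-maximal effect; 0% = enzyme with vehicle and -100% = no enzyme basal signal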
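Human spleen homogenate (1 ug) was the enzyme source, with 4-methylumbelliferyl-alpha-D-galactopyranoside (1 mM final) in pH 5.0 citrate buffer with 0.01% Tween-20. Compounds were titrated; after 40 min at 37C, NaOH/glycine stop, 4-MU fluorescence read; AC50 from Hill fits.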
Epigenetic reg = Quantitative High-Throughput Screen for Regulators of Epigenetic Control | murine LDR cells, GFP reporter derepression, 30 h | Potency, µM (top dose mostly 53.9 µM), for the others: top-dose GFP activation, actives largely listed as activators | actives 0.2% (n = 280,000) | AID 1865, 2009; also: potency is read from the fitted curve at half-maximal effect; % of control where 0% means no effect; nearly all actives have a fitted effect of over 60% in size
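GFP-positive cell count by laser-scanning cytometry (objects 20–120 um) after 30 h, 37 C compound exposure of murine LDR cells; reporter is CMV-GFP integrated at a silenced locus, inducible by HDAC or DNMT inhibitors.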
CBFb-RUNX1 inh = qHTS Assay for Compounds Blocking the Interaction Between CBF-beta and RUNX1 for the Treatment of Acute Myeloid Leukemia | AID 1477, 2009 | AlphaScreen CBFb-His/RUNX1-biotin binding, biochemical | Potency, µM (doses to about 59.8 µM), inactives show top-dose activity, negative = inhibition, most hits filed as inhibitors | 230,000 tested, under 10 active | Runt-related transcription factor 1 (Homo sapiens) + Core-binding factor subunit beta …; also: % of control where 0% means no effect
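Interaction loss through any mechanism counts as activity. Pre-formed complex of His-CBF-beta and biotin-RUNX1 (30 nM apiece) is incubated with compound 15 min, then with 50 ng nickel and 50 ng streptavidin beads for 90 min before AlphaScreen detection.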
NPSR antag = qHTS Assay for Antagonists of the Neuropeptide S Receptor: cAMP Signal Transduction; Q6W5P4; CHO-NPSR cells, cAMP TR-FRET, antagonist mode; Potency, µM (top dose mostly 38.3 µM), inactives show at the top dose activity change, negative = inhibition, most hits filed as inhibitors; actives 1% (n = 220,000); also: potency is read from the fitted curve at half-maximal effect; % is scaled to controls: 0 for no effect and ±100 for the full control effect; nearly all actives have a fitted effect of over 50% in size; many of its hits are not listed in these tables
Tau fluor counter = Counterscreen qHTS for Inhibitors of Tau Fibril Formation, Fluorescence Polarization; tau K18 P301L Alexa594 fluorescence, heparin fibrillization; Potency, µM (highest dose often 57.7 µM), for inactives: top-dose activity change, negative = decrease; actives 0.93% (n = 280,000); AID 1463, 2008; also: potency is read from the fitted curve at half-maximal effect; % is scaled to controls: 0 for no effect and ±100 for the full control effect; nearly all actives have a fitted effect of over 55% in size
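Human tau K18 P301L (15 uM unlabeled, 0.24 uM Alexa 594-labeled) in 100 mM sodium acetate pH 7 with 20 uM heparin, 6 hr at 37 C. ThT 30 uM added, 1 hr ambient; Alexa 594 FP and total fluorescence read at 555/632 nm.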
TR SRC2 fluor cs = Total Fluorescence Counterscreen for Inhibitors of the Interaction of Thyroid Hormone Receptor and Steroid Receptor Coregulator 2; TRb/SRC2 Texas Red total fluorescence interference; Potency, µM (doses to about 106 µM), for the others: top-dose fluorescence change, negative = quenching; actives 0.29% (n = 280,000); AID 1479, 2009; active = well fitted curve in either direction with a large enough effect; inconclusive = small, poorly fitted or top-dose-only effect; also: potency is read from the fitted curve at half-maximal effect; % is scaled to controls: 0 for no effect and ±100 for the full control effect
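Flags fluorescent or light-absorbing compounds by total fluorescence, S + 2P, at 555 nm excitation and 632 nm emission. Mixture: 20 nM Texas Red SRC2 peptide, 0.6 uM human TRb LBD, 1 uM T3, 5% DMSO; compound exposure 5 h at ambient temperature.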
Tau FP inhib = qHTS for Inhibitors of Tau Fibril Formation, Fluorescence Polarization. K18 P301L tau heparin fibrillization, Alexa594 FP, 6 h. Microtubule-associated protein tau (Homo sapiens), P10636. actives 0.39% (n = 280,000). Potency, µM (highest dose often 57.7 µM), without a hit: at the highest dose activity, negative = inhibition, most hits filed as inhibitors; also: potency is read from the fitted curve at half-maximal effect; % is scaled to controls: 0 for no effect and ±100 for the full control effect; nearly all actives have a fitted effect of over 55% in size
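Human K18 P301L fragment (15 uM unlabeled plus 0.24 uM Alexa 594-labeled) in 100 mM sodium acetate pH 7 with compound, aggregation induced by 20 uM heparin for 6 hr at 37 C. ThT (30 uM) added for 1 hr, then Alexa 594 FP read.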
TRb-SRC2 inh = qHTS for Inhibitors of the Interaction of Thyroid Hormone Receptor and Steroid Receptor Coregulator 2. TRbeta-SRC2 peptide binding, fluorescence polarization; receptor liganded with 1 µM T3. Potency, µM (top dose mostly 106 µM), for inactives: top-dose activity change, negative = inhibition, actives largely listed as inhibitors. Thyroid hormone receptor beta (Homo sapiens), P10828. actives 0.065% (n = 280,000);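 also: potency is read from the fitted curve at half-maximal effect; plate controls were bound peptide for no effect and peptide without receptor for full effect; nearly all actives have a fitted effect of over 50% in size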
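Human TRb ligand-binding domain (0.6 uM) is mixed with 20 nM Texas Red SRC2 peptide and 1 uM T3; after compound addition and 5 hr at ambient temperature, polarization is measured and normalized to unbound and bound controls.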
The depositor's hits bear a star; ? = inconclusive; . = no result given; & = joins results of further samples; [ ] = dose if it differs, or a comment. Unless noted, calls follow the shape of the dose curve; as a rule, active = well fitted curve in the direction sought with a large enough effect; inconclusive = small, poorly fitted or top-dose-only effect, or another doubt; inactive = no such curve, though single readings can be large; an effect the other way counts as inactive or inconclusive. Some of the compounds tested; rates above refer to the full screens.

Below each compound – TRb-SRC2 inh | NPSR antag | aGal spleen mod | Tau FP inhib | Epigenetic reg | CBFb-RUNX1 inh | Tau fluor counter | TR SRC2 fluor cs
> OCC1(Cc2ccccc2)CCCN(Cc2ccc3c(c2)OCCO3)C1 (stereo unspecified)
→ -4% | 3% | 4% | 4% | 0.5% | 2% | 0% | -5%
> O=C(Nc1ccc2nc(-c3cccnc3)[nH]c2c1)c1ccccc1F
→ 1% | -7%[46.1 µM] | 0% | 6% | 0.0% | -2% | -5% | 1%
> CC(C)CCNC(=O)CN(Cc1ccc2c(c1)OCO2)C(=O)Cn1nnc(-c2cccs2)n1
→ -17% | ? | 5% | 8% | -1.8% | 0% | -13% | 2%
> CCc1ccc(NS(=O)(=O)c2ccc(-c3cc(C)no3)cc2)cc1
→ 7% | . | . | ? | 0.9% | . | ? | -3%
> Cc1ccc(-n2nc(CO)c(C(=O)NCCC(C)C)n2)cc1C
→ -5% | . | . | -4% | ? | . | -3% | -2%
> CC(C)N(Cc1ccccc1)C(C)C (tested in a mixture with another compound)
→ -1% | . | 1% | . | . | 22% | . | -3%
> CCC1CCCCN1C(=O)N[C@@H](CCSC)C(=O)OC (stereo partly specified)
→ -5% | 9%[46.1 µM] | -1% | -6% | 0.0% | 7% | 2% | -2%
> COc1ccc(C(=O)Nc2cnc3ccccn3c2=O)cc1
→ 6%&5% | -3% | 0% | 1%&-4% | -3.2%&1.0% | 7% | -6%&4% | 2%&-2%
> C=CCOc1ccc(C2c3c(oc4ccccc4c3=O)C(=O)N2CCCN2CCOCC2)cc1 (stereo unspecified)
→ -1% | -4%[46.1 µM] | 3% | -3% | 0.9% | -2% | -8% | -7%
> Cn1c(=O)cc(OCCCC(=O)N2CCN(Cc3ccc4c(c3)OCO4)CC2)c2ccccc21
→ -10% | -19%[46.1 µM] | -8% | 7% | 0.0% | 1% | 5% | -5%
> C[C@H](NC(=O)CCn1nnc2ccccc2c1=O)C(=O)O
→ 12% | 10% | 1% | 0% | 0.1% | 5% | 4% | -2%
> CCOC(=O)c1cc(=O)n2nc(-c3ccc(C)cc3)nc2s1
→ -10% | -1%[46.1 µM] | 13% | ? | 2.8% | -4% | -15% | -2%
> CCCS(=O)(=O)N1CCC(C(=O)N2CCN(Cc3ccccc3)CC2)CC1
→ 6% | 3%[46.1 µM] | 3% | -3% | -1.9% | -2% | 0% | -1%
> O=c1[nH]c2cc(Cl)c(O)cc2o1
→ -3% | . | -6% | . | . | -15% | . | -3%
> Cc1cc(C(=O)N/N=C/C=C/c2ccc3c(c2)OCO3)n[nH]1
→ 6% | -20%[46.1 µM] | 2% | -1% | 1.1% | 2% | -3% | 0%
> CCc1nnc(N/N=C/c2ccccc2Cl)n1N
→ -14% | 6%[46.1 µM] | -3% | -15% | 0.0% | 2% | -18% | -2%
> CCC(C(=O)Nc1ccc(C(C)=O)cc1)n1c(C)c2cnn(-c3ccccc3)c(=O)c2c1C (stereo unspecified)
→ -6% | . | . | -4% | 2.5% | . | -22% | -3%
> COc1ccccc1N1CCN(Cc2cc(COC(C)C)c3cccnc3c2O)CC1
→ -2% | . | . | 4% | 3.5µM* | . | -30% | -3%
> COc1ccc(C2C(C#N)=C(N)OC3=C2C(=O)CC(C)(C)C3)c(OC)c1OC (stereo unspecified)
→ -7% | 0%[46.1 µM] | 1% | 5% | -1.6% | 10% | 0% | -6%
> CCOC(=O)c1c(NC(=O)CC2Sc3ccc(C(F)(F)F)cc3NC2=O)sc(C)c1C (stereo unspecified)
→ 3% | -5% | 3% | -2% | -1.0% | -3% | -10% | -2%
> CC(=O)Nc1c(O)nc(SCC(=O)N2CCN(c3ccc(F)cc3)CC2)[nH]c1=O
→ 5% | -1%[46.1 µM] | -1% | -6% | -0.8% | 3% | -6% | 0%
> COc1cc(/C=N/n2cnn(Cc3ccccc3Cl)c2=S)cc(OC)c1OC
→ -2% | -48% | 6% | -12% | -0.4% | -7% | -16% | -1%
> O=[N+]([O-])c1ccc(Nc2nc(N/N=C\c3ccc4c(c3)OCO4)nc(N3CCCCC3)n2)cc1
→ 4% | ? | 1% | 8% | 15% | -11% | ? | -4%
> COc1cc(COCC(O)CN2CCc3ccccc3C2)cc(OC)c1OC (stereo unspecified)
→ -5% | 4% | -9% | -16% | 1.1% | 0% | -10% | 0%
> CCc1ccc(NC(=O)CC2C(=O)N(c3ccccc3)C(=O)N2C(C)C)cc1 (stereo unspecified)
→ 0% | . | . | -2% | -0.9% | . | -7% | 0%
> Cc1nn(CC(=O)Nc2cc(S(=O)(=O)N(C)C)ccc2Cl)c(C)c1[N+](=O)[O-]
→ 8% | 5% | -2% | 0% | 0.0% | -1% | 8% | -3%
> Cc1ccc(S(=O)(=O)N2CCC(C(=O)NC3CCCCCC3)CC2)cc1
→ -13% | -16%[46.1 µM] | -1% | 0% | -1.1% | -1% | -1% | 0%
> CC1CCCN(C(=O)CNC(=O)Cn2ccc3ccccc3c2=O)C1 (stereo unspecified)
→ 8% | -1%[46.1 µM] | -2% | 2% | -0.7% | -12% | 4% | 0%
> COc1ccc(-c2cc(=O)c3cc(O)ccc3o2)cc1
→ 6% | -22% | -1% | 4% | 1.5% | -6% | -11% | -1%
> COc1cccc(NC(=O)Cn2cnc3c(nc4n3CCCCC4)c2=O)c1
→ -2% | . | . | 2% | 0.0% | . | -1% | -11%
> Cn1cc(Cl)c(C(=O)N(Cc2ccccc2)c2ccccn2)n1
→ -1% | -4%[46.1 µM] | -4% | 4% | 2.6% | 6% | 9% | -1%
> COc1cc(C(=O)COC(=O)CNC(=O)C2CCCCC2)cc(OC)c1OC
→ -14% | -9%[46.1 µM] | 7% | -6% | -3.0% | -2% | -11% | -2%
> CC1=C(C(=O)OCc2ccccc2)C(c2ccsc2)C(C#N)=C(N)O1 (stereo unspecified)
→ -12% | -15% | -7% | ? | -1.0% | -1% | -29% | 0%
> COC(=O)c1ccc(NC(=O)C2CC2)o1
→ -2% | 4%[46.1 µM] | -5% | 3% | -2.0% | 4% | 1% | -3%
> COc1cccc(NS(=O)(=O)c2ccc3[nH]c4c(c3c2)CCCCCC4)c1
→ 4% | . | . | -1% | 0.0% | . | 7.1µM*[quencher] | 4%
> COc1cccc(CNC(=O)c2ccc(CS(=O)c3ccccc3)o2)c1 (stereo unspecified)
→ 0% | . | . | 0% | 2.5% | . | -11% | -5%
> C=CCc1ccc(OC(=O)c2ccccc2)c(OC)c1
→ 3%&-3% | -16% | 2%&3% | -16%&4% | 3.5%&0.5% | ? | -15%&-11% | -3%&0%
> O=C(CCCc1ccccc1)Nc1nnc(C(F)(F)F)s1
→ 1% | -6% | -1% | -4% | 1.3% | 7% | -12% | 0%
> CCOc1ccccc1N1CCN(C(=S)NCc2ccccc2)CC1
→ -5% | -20% | -11% | 6% | -0.1% | 5% | -29% | -4%
> Cc1nc2c(c(C)nn2-c2ccccc2)c(C)c1CCC(=O)NCCc1ccc(Cl)cc1
→ -8% | . | . | -8% | -1.4% | . | -20% | -2%

Among those listed so far, these have a furan ring, fused or not.
Below each compound – TRb-SRC2 inh | NPSR antag | aGal spleen mod | Tau FP inhib | Epigenetic reg | CBFb-RUNX1 inh | Tau fluor counter | TR SRC2 fluor cs
> COC(=O)c1ccc(NC(=O)C2CC2)o1
→ -2% | 4%[46.1 µM] | -5% | 3% | -2.0% | 4% | 1% | -3%
> COc1cccc(CNC(=O)c2ccc(CS(=O)c3ccccc3)o2)c1 (stereo unspecified)
→ 0% | . | . | 0% | 2.5% | . | -11% | -5%

Later entries:
Below each compound – TRb-SRC2 inh | NPSR antag | aGal spleen mod | Tau FP inhib | Epigenetic reg | CBFb-RUNX1 inh | Tau fluor counter | TR SRC2 fluor cs
> Cc1c(C(=O)Nc2nc3ccccc3[nH]2)oc2c(Cl)cccc12
→ 9% | -6% | 0% | -7% | 0.0% | -4% | -2% | 10%
> CCOC(=O)N1CCN(c2cc(C)c(C(C)=O)cc2F)CC1
→ -18% | -3%[46.1 µM] | 11% | 2% | -1.7% | -3% | 3% | -1%
> Cc1ccc(C(F)(F)F)cc1NC(N)=S
→ -1% | -1% | -1% | 5% | 4.5% | 9% | 1% | 1%
> O=C(O)c1cc(-c2ccccc2Cl)n[nH]1
→ 4% | 4%[46.1 µM] | -12% | -1% | 0.0% | -3% | -2% | -2%
> Oc1ccc(/C=N/Nc2nn3cnnc3c3ccccc23)cc1
→ -8% | -16% | 3% | 8% | 0.4% | ? | ? | -4%
> N/C(=N\OC(=O)COc1ccc(Cl)cc1Br)c1cccnc1
→ -5% | 7% | 4% | ? | 7.5% | 0% | -7% | 0%
> Cc1oc2c(c(C)cc3oc(=O)c(CC(=O)NCCc4ccccc4)c(C)c32)c1C
→ 0% | . | . | -12% | -0.1% | . | 14% | -2%
> O=C(CN1C2=NCCN2c2ccccc21)c1ccco1
→ -2% | 3%[46.1 µM] | 4% | 2% | -2.1% | 3% | 1% | 1%
> O=C(CN1CCCCCC1=O)N1CCN(S(=O)(=O)c2cccs2)CC1
→ 3% | 7% | 6% | -2% | -0.9% | 5% | -4% | 0%
> Cc1cccc(NC(=O)C2(c3cccs3)CCOCC2)n1
→ 1% | 14% | 1% | -6% | 0.0% | 2% | -3% | -18%
> CCCn1c(=N)c(C(=O)NCc2cccnc2)cc2c(=O)n3cc(C)ccc3nc21
→ 5% | . | . | 2% | -3.8% | . | 3% | -1%
